From PubChem BioAssay
MRP1 act: activates MRP-1; H69AR cells + doxorubicin, viability rescue, CellTiter-Glo; viability increase, % at 10 µM; hit rate 0.61% among 140,000;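 active means viability gain under doxorubicin at or above a set limit, the compound median plus 3 SD, cut at about 4.7% in these data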;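 further: MRP-1 overexpressing cells given doxorubicin 25 µM after compound pretreatment; 18-22 h compound pretreatment then 72 h with doxorubicin before readout; 0% = doxorubicin-only wells and 100% = vehicle-treated cells without doxorubicin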
E-sel TNF inh: blocks E-selectin expression induced by TNF alpha. inhibition, % at 2 µM. hit rate 0.71% among 120,000. AID 1246. HUVEC TNFa-induced E-selectin immunofluorescence, high content;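 active means inhibition above the batch mean plus 3 SD, and confirmed as a hit on visual image review, cut at about 43% in these data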;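 further: 0% = TNF-stimulated DMSO wells and 100% = unstimulated control wells; not every result past the cut was called active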
Phagocyt inh: inhibitors of macrophage phagocytosis; hit rate 0.07% among 110,000; inhibition, % at 5 µM; J774A.1 macrophage IgG-bead phagocytosis, imaging;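 active means inhibition above the mean of the plate negative controls plus 5 SD, cut at about 13% in these data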;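 further: phagocytic index as fraction of beads internalized from green versus red external bead signal; plate controls were DMSO negative control for no effect and cytochalasin-D positive control for full effect; some results beyond the cut were filed as inactive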
PTEN del growth: PTEN-deleted cell growth suppression. hit rate 1.2% among 140,000. HCT116 PTEN-null viability, CellTiter-Glo, 60 h; hits give low values. viability, % at 10 µM. AID 827;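 active means viability at or below a set limit, 4 SD under the median of all tested compounds, cut at about 3.7% in these data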;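 further: PTEN knockout HCT116 line with beta catenin targeted HCT116 as companion control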
Yeast growth inh: yeast BB579 growth reduction in restrictive medium. hit rate 0.51% among 140,000. inhibition, % at 10 µM. S. cerevisiae BB579 growth, OD615, 48 h. AID 804;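 active means inhibition above a set limit, 3 SD over the mean compound inhibition, cut at about 44% in these data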; further: inactives centre near -24
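System: Saccharomyces cerevisiae DeaD strain BB579, replicative lifespan model yeast. Buffer or medium: restrictive glucose-based CSMM-D medium. Doses: one dose, 10 µM compound with 0.25% DMSO. Timing: 4 h preincubation and 48 h exposure at 30 °C. Detection: turbidity as optical density at 615 nm. Benchmarks: amphotericin B 10 µg/mL, positive.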
NPY-Y2 antag: blocks the human neuropeptide Y Y2 receptor; NPY-Y2 expressing cells, antagonist mode; inhibition, % at 2.7 µM; hit rate 0.99% among 140,000; AID 793; in the data active means inhibition above about 17%;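 further: 0% = vehicle with agonist challenge and 100% = reference antagonist with challenge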
Target sequence (P49146 whole entry, looked up): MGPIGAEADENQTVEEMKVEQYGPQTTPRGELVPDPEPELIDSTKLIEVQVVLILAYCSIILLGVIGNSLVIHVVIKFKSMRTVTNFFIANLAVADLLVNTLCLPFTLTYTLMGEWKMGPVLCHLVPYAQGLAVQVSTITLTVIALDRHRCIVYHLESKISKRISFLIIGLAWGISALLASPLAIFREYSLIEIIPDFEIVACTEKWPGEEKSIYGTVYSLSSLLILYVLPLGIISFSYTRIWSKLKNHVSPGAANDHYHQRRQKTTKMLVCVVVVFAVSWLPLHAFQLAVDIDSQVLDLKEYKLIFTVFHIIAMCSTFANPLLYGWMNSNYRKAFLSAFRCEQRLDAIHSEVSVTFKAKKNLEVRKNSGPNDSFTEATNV
HCT116 bCat-KO: beta-catenin-lacking colon tumor cell growth suppression | HCT116 beta-catenin knockout viability, CellTiter-Glo, 60 h; hits give low values | viability, % at 10 µM | hit rate 1.5% among 140,000 | AID 818;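 active means viability at or under a set limit, the compound median less 4 SD, cut at about 6% in these data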;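 further: 0% = Hyamine 1622 control at 20 µM and 100% = untreated cell control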
GALR2 antag: antagonists of human galanin receptor 2 (GALR2) | O43603 | GALR2-expressing cells, antagonist mode | inhibition, % at 4 µM | hit rate 0.39% among 140,000 | AID 828; in the data active means inhibition above about 27%;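 further: cells stimulated with galanin 1-16 at roughly its EC80; 0% = agonist challenge control and 100% = basal control without agonist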
Target sequence (O43603 whole entry, looked up): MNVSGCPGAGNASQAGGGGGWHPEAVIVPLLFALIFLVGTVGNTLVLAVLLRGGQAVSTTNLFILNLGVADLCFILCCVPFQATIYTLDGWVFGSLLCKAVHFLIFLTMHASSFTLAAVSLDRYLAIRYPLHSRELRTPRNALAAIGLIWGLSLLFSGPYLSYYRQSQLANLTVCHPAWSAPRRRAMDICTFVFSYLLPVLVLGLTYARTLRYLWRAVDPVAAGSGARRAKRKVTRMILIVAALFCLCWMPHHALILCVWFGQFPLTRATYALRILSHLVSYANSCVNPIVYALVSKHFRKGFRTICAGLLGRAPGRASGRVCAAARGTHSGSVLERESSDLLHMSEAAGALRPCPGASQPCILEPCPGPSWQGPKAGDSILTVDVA
Yeast life ext: extends the lifespan of yeast | hit rate 0.68% among 130,000 | AID 775 | inhibition of the nicotinamide effect, % at 10 µM | S. cerevisiae growth with nicotinamide, OD615; deaD strain in restrictive glucose medium;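 active means inhibition above a set limit, placed 3 SD over the median of all compounds, cut at about 26% in these data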;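 further: 0% = nicotinamide-treated wells and 100% = cells grown without nicotinamide; some compounds called inactive have numbers as strong as hits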
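Assay system: DeaD-strain S. cerevisiae. Medium: CSMM-D glucose medium, restrictive. Reagent: nicotinamide, 1.5 mM, co-present with compound. Compound: 10 µM single point, 0.25% DMSO. Schedule: culture preincubation 4 h, compound exposure 48 h, both 30 °C. Detection: absorbance at 615 nm.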
Measles CPE: protection of cells from measles virus | Measles virus-infected cells, CPE protection, absorbance | protection (pct of control), % at 4 µM | hit rate 1.5% among 140,000; in the data active means protection mostly above about 24%, no sharp cut-off; inactive means mostly below about 26%; further: some compounds called inactive have numbers as strong as hits
An asterisk follows results filed as active; · = no result given.

SMILES	MRP1 act	E-sel TNF inh	Phagocyt inh	PTEN del growth	Yeast growth inh	NPY-Y2 antag	HCT116 bCat-KO	GALR2 antag	Yeast life ext	Measles CPE
CN(CC(=O)Nc1ccc(N2CCOCC2)cc1)CC(=O)Nc1ccccc1C#N	-2.5	24	-4	88	-30	3	89	8	-2	10
Cc1ccc(NC(=O)CC2C(=O)NCCN2C(=S)Nc2ccccc2)c(C)c1 (stereo unspecified)	0.1	-64	-1	103	-46	-2	91	3	-1	5
Cc1ccc(NC(=O)c2cc(N3C(=O)C4CC=CCC4C3=O)ccc2N2CCOCC2)cc1Cl (stereo unspecified)	-1.0	-16	·	92	-30	-2	87	11	-21	19
COc1ccc2c(c1)[nH]c1c(=O)n(CCCN3CCOCC3)cnc12	-2.9	21	-3	94	-7	2	104	0	-8	6
O=C(c1cc2ccccc2oc1=O)N1CCCC1	0.4	-1	-2	100	6	2	88	-2	-9	10
COc1cc(NC(=O)CSc2nccc(C)n2)c(C(=O)O)cc1OC	-0.5	31	-2	100	-27	6	101	1	-2	8
Cc1cccc(NC(=S)NNC(=O)c2ccc(Br)o2)c1	-0.3	6	-2	102	-33	8	94	6	-4	4
O=C(Cc1ccc([N+](=O)[O-])cc1)N1CCc2ccccc2C1	-1.9	17	-5	91	-32	2	92	1	12	4
O=C(CCN1C(=O)c2ccccc2C1=O)NCc1ccco1	-2.5	12	0	94	-27	4	95	-6	-19	8
S=C1NCCc2ccccc2C1c1ccccc1Cl (stereo unspecified)	-3.0	-22	·	96	2	1	94	9	·	3
Cc1ccc(-n2c(SCC(=O)N3Cc4ccccc4CC3C(=O)O)nnc2-c2cccnc2)c(C)c1 (stereo unspecified)	1.2	17	-5	101	-23	0	91	6	10	4
CCn1c(SCC(=O)NC(=O)Nc2ccc3c(c2)OCCO3)nnc1-c1cccs1	-1.0	·	1	94	-36	11	127	-4	1	8
Cc1ccc(SCc2nc(-c3cccnc3)no2)cc1	-2.0	-19	0	97	-36	4	93	-3	-8	10
Cc1ccc(C(=O)COC(=O)c2ccc3c(c2)C(=O)N(c2cccc4ncccc24)C3=O)cc1	-2.5	·	-4	99	-18	5	98	-1	5	2
COc1ccc(CNC(=O)c2onc(C)c2Cl)cc1	-2.6	-32	·	95	-38	3	92	8	-5	32
CCOC(=O)C1=C(C)NC(=O)NC1c1ccccc1OCc1c(F)cccc1Cl (stereo unspecified)	-2.3	14	-1	69	-41	4	72	-13	-5	3
CCCOc1ccc2oc(=O)c3c(c2c1)CCCN3C(=O)CN1CCN(c2ncccn2)CC1	·	-12	-1	·	·	2	·	1	·	·
Cc1cc(C)c(C(=O)/C=C/c2ccc(C(C)C)cc2)c(=O)[nH]1	-5.2	5	·	15	-26	4	14	2	-1	14
CN(C)S(=O)(=O)c1ccc(C(=O)NCCSc2ccc(Br)cc2)cc1	-2.4	14	-1	87	2	1	89	-1	0	4
O=C1c2cccnc2Oc2ccc(Cl)cc2N1Cc1ccc(F)cc1	-1.7	·	-6	62	-17	2	89	2	8	6

Five of the entries above in order of the E-sel TNF inh value, rising.
| SMILES | E-sel TNF inh |
| --- | --- |
| Cc1ccc(NC(=O)CC2C(=O)NCCN2C(=S)Nc2ccccc2)c(C)c1 (stereo unspecified) | -64 |
| COc1ccc(CNC(=O)c2onc(C)c2Cl)cc1 | -32 |
| Cc1ccc(NC(=O)c2cc(N3C(=O)C4CC=CCC4C3=O)ccc2N2CCOCC2)cc1Cl (stereo unspecified) | -16 |
| CCCOc1ccc2oc(=O)c3c(c2c1)CCCN3C(=O)CN1CCN(c2ncccn2)CC1 | -12 |
| Cc1ccc(-n2c(SCC(=O)N3Cc4ccccc4CC3C(=O)O)nnc2-c2cccnc2)c(C)c1 (stereo unspecified) | 17 |

The main list resumes, starting 5 compounds before the break.
SMILES	MRP1 act	E-sel TNF inh	Phagocyt inh	PTEN del growth	Yeast growth inh	NPY-Y2 antag	HCT116 bCat-KO	GALR2 antag	Yeast life ext	Measles CPE
CCOC(=O)C1=C(C)NC(=O)NC1c1ccccc1OCc1c(F)cccc1Cl (stereo unspecified)	-2.3	14	-1	69	-41	4	72	-13	-5	3
CCCOc1ccc2oc(=O)c3c(c2c1)CCCN3C(=O)CN1CCN(c2ncccn2)CC1	·	-12	-1	·	·	2	·	1	·	·
Cc1cc(C)c(C(=O)/C=C/c2ccc(C(C)C)cc2)c(=O)[nH]1	-5.2	5	·	15	-26	4	14	2	-1	14
CN(C)S(=O)(=O)c1ccc(C(=O)NCCSc2ccc(Br)cc2)cc1	-2.4	14	-1	87	2	1	89	-1	0	4
O=C1c2cccnc2Oc2ccc(Cl)cc2N1Cc1ccc(F)cc1	-1.7	·	-6	62	-17	2	89	2	8	6
O=S1(=O)C=CC(N2CCOCC2)C1 (stereo unspecified)	-1.8	·	0	95	-16	0	93	-16	-8	4
COc1cccc2c1OC1(C)CC2NC(=O)N1c1cccc(C(=O)N2CCN(c3ccccn3)CC2)c1 (stereo unspecified)	-1.2	10	-1	99	-32	-1	96	-3	2	16
COc1cccc(OC)c1C(=O)N1CC(C)OC(C)C1 (stereo unspecified)	-2.2	-2	2	94	-21	-2	94	-4	-6	17
O=C1/C(=C/c2ccccc2)Nc2ccccc21	-3.8	-29	·	69	-3	10	78	19	-8	6
Cc1ccc(N(CC(=O)NC2CCCCC2)C(=O)c2ccc(C)s2)cc1	-2.3	-7	-2	111	-13	5	88	-2	-26	9
Cc1cc(C)nc(NC(=NCc2ccc3c(c2)OCO3)NC(=O)Nc2ccccc2)n1	-0.8	-6	0	99	-43	4	87	-16	-9	17
CC(=Nc1ccc(C)cc1)c1sc2ccccc2c1O	-0.8	18	-1	92	-4	6	78	-1	-7	9
CCOC(=O)C1=C(N)n2c(s/c(=C/c3ccco3)c2=O)=C(C(=O)OC)C1c1ccco1 (stereo unspecified)	-4.8	16	-1	2.4*	-34	5	2.2*	-13	-4	3
Nc1nc(F)nc2c1ncn2[C@@H]1O[C@H](CO)[C@@H](O)[C@@H]1O	-1.4	-26	·	96	-27	3	99	8	3	5
CC1(C)CC(=O)C(Sc2nnc(-c3ccc(NS(C)(=O)=O)cc3)n2Cc2ccco2)C(=O)C1	0.9	-11	0	105	-16	2	97	-4	-6	10
COC(=O)c1cccc(-n2nnnc2SCC(=O)Nc2cc(C)on2)c1	-1.8	-56	0	92	-25	2	91	3	-29	15
CC(=O)NCCCCCCNC(C)=O	-0.3	·	·	102	-38	-1	93	-4	11	21
COc1cccc(/C(O)=C/C(=O)C(=O)Nc2ccc(S(=O)(=O)NC(C)=O)cc2)c1	0.0	-18	-11	98	-1	2	100	6	1	4
CC1CCN(C(=O)c2cc3ccccc3c(=O)o2)CC1	1.0	·	-3	96	13	1	104	4	4	24
OC(COCC(F)(F)C(F)(F)C(F)(F)C(F)F)Cn1c2ccccc2c2ccccc21 (stereo unspecified)	-3.9	-36	1	28	-14	-7	27	8	-4	4
CCC(Sc1ccccn1)C(=O)Nc1nnc(C)s1 (stereo unspecified)	4.5	-9	10	89	-32	3	104	-13	3	23
CC(=O)Nc1cccc(-c2nnc(SCc3ccccc3C#N)n2C)c1	-0.9	4	4	93	18	2	97	2	-11	3
Cc1ccc(C2(C)NC(=O)N(CC(=O)NCCC3=CCCCC3)C2=O)cc1 (stereo unspecified)	-2.4	-20	1	80	-29	0	67	-2	-4	3
Cc1nc2ccc(NC(=O)c3cc([N+](=O)[O-])cc([N+](=O)[O-])c3Cl)cc2s1	-2.8	0	-6	88	89*	0	97	17	-11	0
O=c1cc(Nc2ccc3c(c2)OCCO3)[nH]c(=O)n1C1CCCCC1	-2.1	-19	·	23	-39	-1	28	4	·	4
O=C(O)C1C(c2ccccc2)C(C(=O)Oc2ccc(O)cc2)C1c1ccccc1 (stereo unspecified)	-0.4	·	1	90	-58	-2	89	-12	-4	5
COc1ccc(C(=O)Nc2sc(C)c(C)c2CN2CCOCC2)cc1	-1.8	·	3	92	-10	1	91	3	4	13
Cc1ncc(N=Nc2ccc(F)cc2)c(-c2ccc(Cl)cc2)n1	-0.6	8	0	92	-61	8	90	-4	-2	18
CCN=C(N/N=C/c1ccc([N+](=O)[O-])cc1)SC	-1.6	-2	·	92	-66	-1	98	-15	-14	7
CSc1nc(N(C)NC(=O)c2cccc(C)c2)c2ccccc2n1	-4.5	-1	·	12	3	5	11	26	-10	5
COCC(=O)Nc1cc(C(=O)Nc2ccccc2C)ccc1Cl	-1.8	-28	-1	96	-22	1	110	0	-9	2
Cc1ccc(Cn2c(NS(=O)(=O)c3ccccc3)nc3ccccc32)cc1	3.3	-6	·	62	-26	2	71	0	-5	8
c1ccc(C(c2ccccc2)N2CCN(c3ccc4ccccc4n3)CC2)cc1	-0.4	18	-1	72	-23	-2	72	0	-8	14
COC(=O)C1=C(C)N(CC(C)C)C(=O)/C1=C\c1cccs1	-2.9	-3	0	92	-29	7	89	-6	-2	14
CC(=O)Nc1nc(C2COc3ccccc3O2)cs1 (stereo unspecified)	2.4	23	-1	96	-6	-1	91	7	-28	5
N#Cc1ncc(-c2ccc3c(c2)OCCOCCOCCOCCO3)nc1C#N	-1.5	·	·	40	-18	0	31	4	9	8
S=c1[nH]cc(-c2ccccc2)n1-c1ccccc1Cl	-0.8	·	-7	92	-25	0	103	2	3	7
Cc1nonc1C(=O)N/N=C/c1ccc(O)c(O)c1	0.1	-9	-1	81	-43	0	93	-10	4	10
CCCCOc1ccc(/C=C/C(=O)Nc2ccc(C(N)=O)cc2)cc1	-1.2	-3	-4	104	-7	2	95	2	3	25
O=C(O)c1ccccc1C(=O)c1ccc(Oc2ccccc2)cc1	0.0	-15	4	93	10	6	96	1	5	4
COc1ccc(Cc2nnc(NC(=O)Cc3cccs3)s2)cc1OC	0.5	-45	·	95	-49	2	104	4	-5	2
COC(=O)c1ccccc1NC(=O)CSc1nnc(CNS(=O)(=O)c2ccc(C)cc2)n1C	-2.1	-9	1	91	-18	2	92	-5	-29	14
COc1cc2nc3c4ccccc4n(CC#N)c3nc2cc1OC	-0.5	25	-1	89	-18	-1	90	5	-15	8

Full records, looked up by structure. Order of screens: MRP1 act | E-sel TNF inh | Phagocyt inh | PTEN del growth | Yeast growth inh | NPY-Y2 antag | HCT116 bCat-KO | GALR2 antag | Yeast life ext | Measles CPE
CSc1nc(N(C)NC(=O)c2cccc(C)c2)c2ccccc2n1 as listed: -4.5 | -1 | · | 12 | 3 | 5 | 11 | 26 | -10 | 5
CCN=C(N/N=C/c1ccc([N+](=O)[O-])cc1)SC as listed: -1.6 | -2 | · | 92 | -66 | -1 | 98 | -15 | -14 | 7
